IL2 activator: qHTS of IL-2 Activators; IL-2 activation reporter assay, cell-based qHTS; stimulated with anti-CD3/CD4/CD28 beads; in transgenic mouse T cells; activation, % (series mostly up to about 46 µM); 360,000 compounds, 0.065% hits; AID 652025, 2013; in the data active = activation above about 50%; inconclusive = mostly about 30% to 49%; also: 0% is about no effect
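Unstimulated transgenic mouse T cells, 750 per well, received compound and, after 60 minutes, anti-CD3/anti-CD4 bead plus anti-CD28 stimulation. EGFP and DsRed were quantified after 18 hours.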
GLP1R inv ag: qHTS of GLP-1 Receptor Inverse Agonists (Inhibition Mode); Potency, µM (series often up to 38.3 µM), for inactives: at the top dose activity change, negative = inhibition, actives largely listed as inhibitors; HEK293 GLP-1R CRE-luciferase, luminescence, 24 h; GLP-1R form is constitutively active; AID 624417, 2012; 410,000 compounds, 1.6% hits; Glucagon-like peptide 1 receptor (Homo sapiens), P43220; also: potency is read from the fitted curve at half-maximal effect; % is scaled to controls: 0 for no effect and ±100 for the full control effect; nearly all actives have a fitted effect of over 55% in size
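HEK293 cells stably co-expressing constitutively active GLP-1R and a cAMP-responsive luciferase reporter were seeded in DMEM with 10% Nu serum, given compounds after 12 h, and incubated 24 h at 37 deg C. Luminescence was then read.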
PTHR1 ag: qHTS for PTHR1 Agonists: Primary Screen | AID 743266, 2014 | HEK293 GP2 PTHR1 cells, GloSensor cAMP luminescence, 1 h | 410,000 compounds, 0.075% hits | Potency, µM (doses to about 115 µM), inactives show top-dose activation, most hits filed as activators; also: potency is read from the fitted curve at half-maximal effect; nearly all actives have a fitted effect of over 55% in size; some results filed as inactive show a strong effect at the top dose; inactives centre near -15; many of its hits are not listed in these tables
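HEK-293-derived GP2 cells expressing PTHR1 and a GloSensor cAMP reporter, 3,000/well, plated overnight, given luciferin plus IBMX (each 0.5 mM as added) for 1 h at 37 °C, then compound for 1 h at 37 °C. Luminescence was read after 15 min at room temperature.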
PI5P4K alpha inh: qHTS for Inhibitors of phosphatidylinositol 5-phosphate 4-kinase (PI5P4K); 330,000 compounds, 1.2% hits; AID 652105, 2013; max response, %; Phosphatidylinositol 5-phosphate 4-kinase type-2 alpha (Homo sapiens), P48426; PI5P4Kalpha enzyme, ADP-Glo luminescence, 60 min; active compounds read low; active = max response of -50% or lower; inconclusive = between -30% and -50%; inactive = -30% or higher; also: value at the top dose of about 77 µM; % is scaled to controls: 0 for no effect and ±100 for the full control effect
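ADP-Glo luminescence end-point after a 60 min room-temperature kinase reaction. PI5P4Kalpha and substrate in HEPES pH 7.4 buffer with EGTA, 0.1% CHAPS and 5% DMSO; ATP at 5 microM final.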
EPAC1 antagonist: qHTS for Antagonist of cAMP-regulated guanine nucleotide exchange factor 3 (EPAC1): primary screen; Rap guanine nucleotide exchange factor 3 (Homo sapiens), O95398; Potency, µM (doses to about 115 µM), without a hit: top-dose activity change, negative = inhibition, usual class: inhibitors; EPAC1 GEF assay, Rap1b-BODIPY-GDP exchange fluorescence; 360,000 compounds, 0.14% hits;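 also: potency is read from the fitted curve at half-maximal effect; plate controls were vehicle for no effect and positive control for full effect; nearly all actives have a fitted effect of over 50% in size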
Target sequence (O95398 whole entry, looked up): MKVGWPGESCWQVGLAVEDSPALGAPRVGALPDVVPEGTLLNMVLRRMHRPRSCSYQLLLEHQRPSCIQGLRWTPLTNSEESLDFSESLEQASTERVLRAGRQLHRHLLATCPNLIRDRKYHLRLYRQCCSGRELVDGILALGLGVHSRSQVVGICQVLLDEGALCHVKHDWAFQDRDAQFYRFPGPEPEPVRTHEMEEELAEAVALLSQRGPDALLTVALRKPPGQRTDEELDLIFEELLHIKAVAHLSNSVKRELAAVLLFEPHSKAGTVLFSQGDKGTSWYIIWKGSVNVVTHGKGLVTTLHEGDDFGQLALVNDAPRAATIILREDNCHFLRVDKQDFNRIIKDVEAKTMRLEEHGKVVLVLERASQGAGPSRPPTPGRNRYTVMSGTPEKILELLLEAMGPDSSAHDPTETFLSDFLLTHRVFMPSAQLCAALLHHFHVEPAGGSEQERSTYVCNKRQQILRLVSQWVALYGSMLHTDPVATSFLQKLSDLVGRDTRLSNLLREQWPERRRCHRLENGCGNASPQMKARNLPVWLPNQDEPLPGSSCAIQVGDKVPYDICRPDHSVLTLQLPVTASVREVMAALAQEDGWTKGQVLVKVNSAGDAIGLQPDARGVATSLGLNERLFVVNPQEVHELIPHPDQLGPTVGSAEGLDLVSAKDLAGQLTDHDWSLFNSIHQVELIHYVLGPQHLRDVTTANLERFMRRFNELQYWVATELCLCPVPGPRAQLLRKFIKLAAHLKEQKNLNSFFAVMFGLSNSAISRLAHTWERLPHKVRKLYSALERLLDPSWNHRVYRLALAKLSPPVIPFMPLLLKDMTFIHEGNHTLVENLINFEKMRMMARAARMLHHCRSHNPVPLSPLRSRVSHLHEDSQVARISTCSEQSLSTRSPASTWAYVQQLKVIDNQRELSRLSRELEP
PLK1 PBD block: qHTS for Inhibitors of PLK1-PDB (polo-like kinase 1 - polo-box domain): Primary Screen. Serine/threonine-protein kinase PLK1 (Homo sapiens), P53350. Plk1 PBD binding of FITC phosphopeptide, fluorescence polarization. Potency, µM, for the others: max response, negative = inhibition, actives largely listed as inhibitors. 360,000 compounds, 2.8% hits. AID 720504, 2013; also: potency is read from the fitted curve at half-maximal effect; series mostly up to about 57 µM; % is scaled to controls: 0 for no effect and ±100 for the full control effect; nearly all actives have a fitted effect of over 65% in size
GLP1R ag: qHTS of GLP-1 Receptor Agonists. Glucagon-like peptide 1 receptor (Homo sapiens), P43220. Potency, µM (top dose mostly 45.6 µM), for inactives: at the top dose activation, actives largely listed as activators. 380,000 compounds, 0.007% hits. HEK293 GLP-1R CRE-luciferase, luminescence, 4-6 h; cells express a hypersensitive GLP-1R form; also: potency is read from the fitted curve at half-maximal effect; % of control where 0% means no effect
GLP1R cytotox: qHTS of GLP-1 Receptor Inverse Agonists: Cytotox Screen | HEK293 cAMP-luciferase reporter cells, luminescence, 24 h | AID 624418, 2012 | 410,000 compounds, 0.13% hits | Potency, µM (titrated, usually from 38.3 µM), for the others: top-dose activity change, negative = inhibition, most hits filed as inhibitors;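 also: loss of luciferase light is scored as toxicity; potency is read from the fitted curve at half-maximal effect; % is scaled to controls: 0 for no effect and ±100 for the full control effect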
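Cells in DMEM/10% Nu serum/1% pen-strep, 1536-well format. Pre-incubated 12 h, dosed with 23 nL compound, incubated a further 24 h. Luciferase detection, 12 min at room temp, luminescence.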
EPAC1 ag: qHTS for Agonist of cAMP-regulated guanine nucleotide exchange factor 3 (EPAC1): primary screen; EPAC1 agonist qHTS, biochemical assay; response scale: 100% = response to 6.5 mM cAMP; Potency, µM (series often up to 154 µM), for inactives: at the top dose activation, actives largely listed as activators; 360,000 compounds, 0.073% hits; also: potency is read from the fitted curve at half-maximal effect; nearly all actives have a fitted effect of over 60% in size
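Normalized to 6.5 mM cAMP, activity reflects EPAC1-catalysed release of BODIPY-GDP from Rap1B, followed kinetically over 30 min at 480 nm excitation, 540 nm emission. Reaction contained 100 nM EPAC1, 250 nM Rap1B-BODIPY-GDP, 50 uM GDP.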
Numbers without * were called inactive; i = inactive; ? = inconclusive; / = no result given; & = joins results of further samples; [ ] = remark or other dose. Unless noted, calls follow the shape of the dose curve; as a rule, active = well fitted curve in the direction sought with a large enough effect; inconclusive = small, poorly fitted or top-dose-only effect, or another doubt; inactive = no such curve, though single readings can be large; an effect the other way counts as inactive or inconclusive. Not all compounds are listed; the hit share may differ from the screen's.

SMILES	IL2 activator	GLP1R inv ag	PTHR1 ag	PI5P4K alpha inh	EPAC1 antagonist	PLK1 PBD block	GLP1R ag	GLP1R cytotox	EPAC1 ag
COC(=O)C[C@H]1c2ccccc2S(=O)(=O)N1C(C)C	-0.5	5%	-21%	0	-5%	-9%	2%	-3%	-10%
COc1ccc(NC(=O)Nc2cccc(NC(C)=O)c2)c(OC)c1	6.1	73%[activator]	-3%	-8	27%	0%	0%	-2%	0%
O=S(=O)(ON(c1ccccc1)S(=O)(=O)c1ccccc1)c1ccccc1	0.4	?	-3%	0	-23%	-14%	4%	8%	0%
CCCNC(=O)c1csc2c1CCCCC2	0.6	-32%	i	14	0%	1%	-3%	-11%	4%
C/C(N)=N\S(=O)(=O)c1ccc(Cl)cc1	-1.8	24%	-26%[57.5 µM]	/	9%	2%	0%	5%	-8%
COc1cc(/C=C/C(=O)OC(C)C(=O)Nc2c(C)n(C)n(-c3ccccc3)c2=O)ccc1O (stereo not given)	0.3	1%	i	-6	-7%	0%	-10%	8%	37%
CC(C)(C)c1ccc(C(=O)NC(=S)Nc2nc3c(s2)CCCC3)cc1	-2.3	?	-65%[inhibitor]	6	21%	-17%	2%	-16%	1%
Cc1ccc(NC(=O)COc2cccc3c2OC(C)(C)C3)c(O)c1	0.8	?	-56%[inhibitor]	-1	-8%	-3%	13%	-23%	-5%
CCC(C)Nc1nc(OC(C(F)(F)F)C(F)(F)F)nc(OC(C(F)(F)F)C(F)(F)F)n1 (stereo not given)	-0.6	?	-9%[57.5 µM]	6	-17%	-25%	3%	13%	-29%
CSc1nnc(C)c(=O)n1COC(=O)c1ccc([N+](=O)[O-])cc1	-0.4	3%	-4%	2	-19%	-26%	-1%	-4%	11%
COc1ccc(CN(C)CC(=O)NC(C)c2ccccc2)c(OC)c1 (stereo not given)	2.4	-11%[0.307 µM]	i	-3	0%	-3%	7%	0%[0.307 µM]	-10%
Oc1ccc(Br)cc1Cn1nnc2ccccc21	-0.7	?	-92%[inhibitor]	-2	2%	6%	4%	-8%	3%
O=C(Nc1ccc(O)c(-c2nc3ccccc3o2)c1)C1(c2ccc([N+](=O)[O-])cc2)CCCC1	-0.5	?	i	7	2%	-4%	-7%	-11%	7%
CN(Cc1ccccc1)S(=O)(=O)c1ccc(NC(=O)C2CCCCC2C(=O)O)cc1 (stereo not given)	-0.4	3%	-2%	-11	13%	-6%	2%	-1%	10%
CCOC(=O)c1ccccc1OCc1cc(/C=N/n2cnnc2)ccc1OC	-4.1	50%[activator]	-8%	/	-1%	-5%	8%	-31%	9%
CC12CCC(=O)N1C(C(=O)Nc1nc(-c3ccccc3Cl)cs1)CS2 (stereo not given)	-6.0	?	-55%[inhibitor]	-8	-2%	-10%	-2%	-15%	2%
c1ccc(CCNc2cc(-c3ccc4ccccc4c3)nc3ccnn23)nc1	0.2	-15%	-13%	-10	-8%	-3%	-8%	2%	-6%
CC(=O)Nc1ccc(S(=O)(=O)NCc2ccc3[nH]c(C)cc3c2)cc1	0.3	8%	i	-9	-18%	-12%	2%	-12%	2%
Cc1nn(C(=O)CN2C(=O)c3ccccc3C2=O)c(C)c1Br	0.1	?	-6%[57.5 µM]	-4	8%	-7%	2%	-5%	-5%
Cc1cc(C)c2c(=O)[nH]c(SCC(=O)c3ccc(F)c(C)c3)nc2n1	0.3	7%	i	0	-3%	-12%	10%	-8%	-2%
N#C/C(=C\c1ccc(N2CCOCC2)o1)C(=O)NCCc1ccccc1	14	80%[activator]	i	9	-6%	92%[activator]	?	31%[activator]	19%
COc1ccc(OC)c(/C=N/N(C)c2ccccc2)c1	-0.4	8%	-20%[57.5 µM]	15	0%	-5%	41%	3%	17%
COc1ccc(-c2cn(Cc3ccc4c(c3)C(=O)c3ccccc3C4=O)nn2)cc1	1.7	2%	-12%	0	0%	-5%	2%	0%	13%
O=C(Nc1ccc2c(c1)OCO2)C1CCCN1C(=O)Nc1ccccc1F (stereo not given)	-0.8	0%	-4%[57.5 µM]	/	17%	-1%	1%	2%	2%
COc1ccc(OCCC(=O)N2CCOCC2)cc1	3.5	17%	-24%	3	-20%	-7%	-4%	17%	6%
SMILES	IL2 activator	GLP1R inv ag	PTHR1 ag	PI5P4K alpha inh	EPAC1 antagonist	PLK1 PBD block	GLP1R ag	GLP1R cytotox	EPAC1 ag
COc1ccc(NC(=O)CSc2nnc(-c3ccoc3C)n2CCc2ccccc2)cc1	0.3	?	-26%	2	-11%	-1%	-3%	-21%	9%
COC(=O)C(C)Sc1nnc(Cc2cc(=O)[nH]c(=O)[nH]2)n1-c1cc(C)ccc1C (stereo not given)	0.0	-2%	i	-5	-1%	-11%	-3%	6%	7%
O=C(NCC1CCCO1)c1ccc2c(=O)n(CC3CCCO3)c(SCC(=O)N3CCCC3)nc2c1 (stereo not given)	1.8	4%	11%	5	7%	-6%	1%	12%	-6%
Cc1cccc(N(CC(=O)NC(C)(C)C)C(=O)CCC(=O)Nc2nccs2)c1	0.1	0%	-27%	0	-21%	-10%	-3%	2%	17%
COc1cccc(CC(NC(C)=O)C(=O)NC2CCN(C(=O)C3CCCCC3)CC2)c1OC (stereo not given)	-3.7	3%	-5%	-10	-1%	?	1%	2%	4%
COC(Cc1nnc(SC)n1-c1ccc(Cl)cc1)OC	-1.1	16%	i	/	8%	-5%	-10%	-3%	3%
O=C(Nc1ccc(-c2noc(COc3ccccc3Cl)n2)cc1)c1ccco1	-1.6	-23%	-14%	4	-21%	-5%	-10%	7%	10%
Cc1c(N=Cc2cccs2)c(=O)n(-c2ccccc2)n1C	0.6	0%	-39%[57.5 µM]	/	-13%	-2%	8%	5%	6%
COc1ccccc1/C=N/OCc1cc(C(C)=O)ccc1OC	0.3	?	-3%	5	-7%	-2%	23%	4%	3%
Cc1cccc(C)c1-n1nnnc1C(c1ccnc2ccccc12)N1CCN(C(=O)OC(C)(C)C)CC1 (stereo not given)	0.0	32%[activator]	i	-1	-23%	-3%	-2%	6%	-3%
CCCCOc1ccc(C2CC(=O)N(C)C2=O)cc1 (stereo not given)	0.2	0%	i	4	-13%	-8%	0%	19%	-2%
CCC1CCCCN1C(=S)NC(=O)c1ccc([N+](=O)[O-])cc1 (stereo not given)	-0.1	-24%	i	-4	-2%	-11%	-24%	-21%	-2%
CC(C)Nc1nc(NC2CCCC2)nc(N2CCOCC2)n1	-0.8	-19%	i	3	-3%	-3%	1%	8%	-2%
CCOc1ccc(S(=O)(=O)NCCC(=O)Nc2ncccc2C)cc1	-3.0	-12%	-17%	6	14%	-4%	18%	13%	-2%
CCCNS(=O)(=O)c1ccc(NC(=O)c2ccccn2)cc1	-0.9	4%	-7%	6	-4%	3%	-3%	-2%	-11%
COC(=O)c1ccccc1NS(=O)(=O)c1ccc(F)cc1	2.0	-8%	-24%	/	-1%	-1%	0%	6%	11%
COCC1CCN(Cc2cn(-c3ccccc3F)nc2-c2cc(C)sc2C)CC1	-0.7	?	i	1	-10%	-13%	16%	-2%	-4%
O=C(COC(=O)CCSc1ccccc1)Nc1ccc(F)cc1Cl	-1.9	0%	-24%	-1	-15%	?	13%	-9%	-4%
O=C(NC(=S)N1CCOCC1)c1cn(-c2ccccc2)nc1-c1ccc(F)cc1	-3.3	?	18%	3	14%	5%	-41%[inhibitor]	?	4%
C/C(=N\NC(=O)c1cccs1)c1cccnc1	-0.2	9%[7.66 µM]	i	-10	-19%	21µM*	4%	16%[7.66 µM]	13%
O=C(c1cc(-c2ccc(F)cc2)nc2ccccc12)N1CCC1	0.1	-21%	i	0	3%	2%	24%	-12%	-2%
Cc1cc(C)cc(OCC(=O)OC(C)C(=O)Nc2c(C)n(C)n(-c3ccccc3)c2=O)c1 (stereo not given)	-1.4	4%	i	1	3%	-2%	-8%	11%	-1%
Cc1ccc(C)c(NC(=O)CSc2nc3ccccc3nc2N2CCOCC2)c1	-2.0	0%&-4%	i	-10	20%	-5%	4%	3%&1%	-9%
COc1ccccc1NC(=O)Cn1c(=O)n(Cc2ccccc2)c(=O)c2sc3ccccc3c21	/	16%	?	/	/	/	0%	2%	/
C/C(CC(=O)Nc1c(C)cc(C)cc1C)=N\NC(=O)Cc1ccccc1	-0.2	?	-20%	3	26%	-9%	7%	4%	9%
Cc1ccc(CC2(O)CC(C)N(C)CC2C)c(C)c1 (stereo not given)	-2.1	?	i	0	-12%	-7%	0%	67%[activator]	3%
COC(=O)[C@H](C)NC(=O)NCc1ccc(F)cc1	3.2	6%	-1%[57.5 µM]	/	5%	1%	-4%	1%	-6%
C[C@H]1CN([C@@H](C)CO)C(=O)CCCn2cc(nn2)CO[C@@H]1CN(C)C(=O)Nc1ccc(-c2cccs2)cc1	-0.5	4%	21%	-2	-4%	-15%	-1%	-11%	18%
COc1ccc2oc(C(=O)OC/C(O)=C(\C#N)c3nc4ccccc4[nH]3)c(C)c2c1	-1.6	9%	-14%	-20	1%	-18%	-2%	-2%	14%
CCOC(=O)C1CCCN(C(=S)Nc2ccc(C)cc2C)C1 (stereo not given)	-1.9	0%	-12%[57.5 µM]	1	-8%	-8%	-6%	6%	1%

Compound activity as filed in PubChem BioAssay.
